IL1B secr inh = inflammasome signaling inhibition, IL-1 beta readout. THP-1 LPS/ATP IL-1B secretion, AlphaLISA, 16 h; stronger effect = lower value. activity change, % at 57.5 µM. actives 4.7% (n = 360,000); in the data active = activity change below about -50%; inconclusive = mostly about -30% to -49%; also: % is scaled to controls: 0 for no effect and ±100 for the full control effect
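Secreted IL-1B measured by AlphaLISA bead assay after 16 h compound exposure of THP-1 cells; compounds (final up to 57.5 uM) added 1 h before LPS (250 ng/mL) and ATP (1.25 mM) stimulation; lower signal means less secretion.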
GLP1R ag = agonists of human GLP-1 receptor. P43220. HEK293 GLP-1R CRE-luciferase, luminescence, 4-6 h; cells express a hypersensitive GLP-1R form. Potency, µM (titrated, usually from 45.6 µM), without a hit: at the highest dose activation, actives largely listed as activators. actives 0.007% (n = 380,000). AID 624172; also: potency is read from the fitted curve at half-maximal effect; % of control where 0% means no effect
Target sequence (P43220 whole entry, looked up): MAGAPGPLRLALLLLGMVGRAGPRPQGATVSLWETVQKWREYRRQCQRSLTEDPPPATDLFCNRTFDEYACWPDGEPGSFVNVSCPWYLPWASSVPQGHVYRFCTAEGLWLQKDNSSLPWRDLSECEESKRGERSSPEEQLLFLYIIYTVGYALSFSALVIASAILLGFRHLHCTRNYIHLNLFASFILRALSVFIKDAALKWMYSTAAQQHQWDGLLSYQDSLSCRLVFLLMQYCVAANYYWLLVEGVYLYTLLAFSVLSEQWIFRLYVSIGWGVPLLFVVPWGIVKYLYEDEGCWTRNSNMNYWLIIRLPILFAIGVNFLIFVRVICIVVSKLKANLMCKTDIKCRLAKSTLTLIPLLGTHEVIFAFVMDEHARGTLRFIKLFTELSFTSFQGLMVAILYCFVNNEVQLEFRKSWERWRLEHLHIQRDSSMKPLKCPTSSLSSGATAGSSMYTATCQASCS
KB-3-1 tox = kills parental KB-3-1 adenocarcinoma cells. KB-3-1 viability, CellTiter-Glo ATP luminescence, 72 h. Potency, µM (titrated, usually from 46.1 µM), for inactives: at the top dose activity change, negative = cytotoxic, hits mostly cytotoxic. actives 1.4% (n = 400,000). AID 1347075; also: potency is read from the fitted curve at half-maximal effect; % is scaled to controls: 0 for no effect and ±100 for the full control effect; nearly all actives have a fitted effect of over 60% in size
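Cells are dispensed, compounds pinned in, plates held at 37 °C for 72 h, then CellTiter-Glo is added and luminescence read after 10 minutes. Cell line: parental KB-3-1 in phenol-red-free DMEM, 10% FBS.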
D3 ag = D3 dopamine receptor (human) agonism; max activation, %; actives 0.58% (n = 410,000); D3R DiscoveRx beta-arrestin cells, luminescence, 90 min; AID 652048; in the data active = max activation above about 30%; also: 0% is about no effect; mostly tested at two doses, the higher about 12 µM
Target sequence (P35462 whole entry, looked up): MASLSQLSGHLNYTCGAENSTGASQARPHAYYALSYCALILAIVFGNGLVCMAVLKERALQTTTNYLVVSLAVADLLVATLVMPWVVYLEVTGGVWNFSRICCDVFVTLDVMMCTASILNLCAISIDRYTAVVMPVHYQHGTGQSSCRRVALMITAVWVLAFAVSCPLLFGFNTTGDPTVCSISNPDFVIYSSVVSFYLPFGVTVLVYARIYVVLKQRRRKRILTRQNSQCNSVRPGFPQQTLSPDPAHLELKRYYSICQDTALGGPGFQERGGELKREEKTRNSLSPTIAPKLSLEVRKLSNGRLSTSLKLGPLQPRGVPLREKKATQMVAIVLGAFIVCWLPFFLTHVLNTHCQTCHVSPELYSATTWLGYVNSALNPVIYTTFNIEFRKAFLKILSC
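Agonist mode: compounds and dopamine controls were applied to plated cells for 90 min at 37 degrees C after an overnight attachment at 1500 cells/well. Luminescent read-out followed 30 - 60 minutes at room temperature with DiscoveRx detection reagent.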
HT1080 IDH1KD tx = toxicity to HT-1080 IDH1 knockdown cells (counter line). actives 2% (n = 360,000). Potency, µM (series often up to 46.1 µM), for the others: top-dose activity, negative = toxicity, actives largely listed as cytotoxic. AID 686971. HT-1080 IDH1 knockdown viability, ATP luminescence, 48 h;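 also: potency is read from the fitted curve at half-maximal effect; 0% = DMSO wells and -100% = cell-free medium wells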
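In this qHTS, HT-1080 cells depleted of IDH1 are exposed for 48 h at 37 °C to compound titrations. Toxicity is scored from CellTiter-Glo luminescence, with DMSO as full viability and medium alone as none.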
D3 antag = D3 dopamine receptor (human) antagonism. actives 2.5% (n = 360,000). P35462. max response, negative = inhibition, %. AID 652054. D3R cells, DiscoveRx beta-arrestin luminescence, antagonist mode; stronger effect = lower value; in the data active = max response below about -50%; inconclusive = no clear call, values can overlap the other calls; also: % is scaled to controls: 0 for no effect and ±100 for the full control effect; mostly tested at two doses, the higher about 12 µM
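Cells plated overnight at 1500 cells/well, then exposed to library compounds with dopamine controls for 90 minutes at 37 degrees C. DiscoveRx reagent added for 30–60 minutes at room temperature; luminescence read, quantitative HTS format.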
KB-V1 cytotox = kills drug-selected multidrug resistant KB-V1 cells | AID 1347076 | Potency, µM (series often up to 46.1 µM), inactives show at the top dose activity change, negative = cytotoxicity, actives largely listed as cytotoxic | KB-V1 MDR cells viability, CellTiter-Glo, 72 h | actives 3.4% (n = 400,000); also: potency is read from the fitted curve at half-maximal effect; % is scaled to controls: 0 for no effect and ±100 for the full control effect; nearly all actives have a fitted effect of over 60% in size
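Cells of the MDR subline KB-V1 are plated, dosed with compound at multiple concentrations, and incubated 72 h at 37 degrees C; CellTiter-Glo is then added and luminescence read after 10 min.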
SW480 rerep = DNA re-replication induction in SW480 cells. SW480 DNA re-replication, Hoechst DNA content imaging, 48 h. actives 1.8% (n = 340,000). Potency, µM (highest dose often 46.1 µM), inactives show top-dose re-replication activation, most hits filed as activators; also: potency is read from the fitted curve at half-maximal effect; % of control where 0% means no effect; nearly all actives have a fitted effect of over 55% in size
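DNA re-replication was detected as more nuclei of elevated Hoechst intensity after 48 hr exposure to compound (23 nL pinned per well of 250 cells).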
HT1080NT lethal = kills 2HG-producing HT-1080-NT fibrosarcoma cells. HT-1080-NT fibrosarcoma viability, CellTiter-Glo ATP luminescence, 48 h. Potency, µM (doses to about 46.1 µM), for the others: at the highest dose activity, negative = less viability, hits mostly cytotoxic. actives 1.6% (n = 360,000). AID 686970;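 also: NT is the 2HG producing partner of a matched IDH1 knockdown line; potency is read from the fitted curve at half-maximal effect; 0% = DMSO-treated cells and -100% = media-only wells without cells; nearly all actives have a fitted effect of over 55% in size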
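Toxicity toward the 2HG-producing NT line was scored as %Activity, normalised to DMSO and no-cell wells, from CellTiter-Glo luminescence after 48 hours' treatment.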
Starred values were filed as active, the others as inactive; ? = inconclusive; . = not tested or not shown; & = joins results of further samples. Unless noted, calls follow the shape of the dose curve; as a rule, active = well fitted curve in the direction sought with a large enough effect; inconclusive = small, poorly fitted or top-dose-only effect, or another doubt; inactive = no such curve, though single readings can be large; an effect the other way counts as inactive or inconclusive.

no.	Molecule	IL1B secr inh	GLP1R ag	KB-3-1 tox	D3 ag	HT1080 IDH1KD tx
1	NNC(=O)c1snnc1-c1ccccc1	15	4%	-1%	-3	4%
2	COc1ccc(C(=O)NC2=NCCS2)cc1S(=O)(=O)N1CCOCC1	11	2%	28%	1	11%
3	COc1ccc(S(=O)(=O)Nc2ccc3c(c2)C(=O)N([C@H](C)CO)C[C@H](C)[C@@H](CN(C)C(=O)Nc2c(C)noc2C)O3)cc1	11	5%	11%	0	5%
4	Cc1ccc(S(=O)(=O)Nc2c(C)nn(C)c2C)cc1	0	-4%	-24%	-6	-5%
5	Cc1ccc(OCC(=O)N2CC3(C)CC2CC(C)(C)C3)cc1 (configuration not stated)	-7	0%	-9%	-5	-1%
6	NC(=O)NOCc1ccccc1F	-12	3%	6%	11	16%
7	COc1ccc(Cl)cc1NC(=O)NCC1CCN(Cc2ccccc2F)CC1	-23	5%	?	-3&-24	0%
8	CC(C)(C)CC(=O)Nc1cc(S(=O)(=O)N2CCOCC2)ccc1N1CCCC1	-9	-1%	2%	7	18%
9	CCOc1ccc(Cl)cc1/C=N/NC(N)=O	-7	-6%	4%	-3	9%
10	CCCCn1c(-c2cccc(Br)c2)nc2cc3[nH]c(=O)c(C(C)C)nc3cc21	-52*	9%	?	63*	-21%

no.	D3 antag	KB-V1 cytotox	SW480 rerep	HT1080NT lethal
1	?	4%	?	-2%
2	21	14%	.	-1%
3	-1	-23%	-4%	9%
4	7	-20%	-4%	7%
5	2	-6%	4%	0%
6	-11	-4%	8%	20%
7	-86*	?	-2%	-18%
8	12	2%	1%	?
9	12	-8%	-2%	12%
10	39	3%	?	-21%

The list goes on:
no.	Molecule	IL1B secr inh	GLP1R ag	KB-3-1 tox	D3 ag	HT1080 IDH1KD tx
11	Cc1ccc2nc(Cl)c(/C=N/Nc3ccc(C(=O)O)cc3)cc2c1	30	-4%	-5%	6	-6%
12	CC1(C(=O)NS(=O)(=O)c2ccc(Cl)cc2)CCN1C(=O)Cc1ccccc1 (configuration not stated)	13	-1%	0%	3	18%
13	FC(F)(F)c1nc(Sc2ncccc2C(F)(F)F)n[nH]1	16	-3%	4%	-9	0%
14	CNC(=O)c1sc(-c2ccccn2)nc1C	-8	0%	-10%	2	17%
15	Cn1nc(CC(=O)Nc2ncc(Br)s2)c2ccccc2c1=O	15	-5%	-12%	4	-4%
16	O=S1(=O)CCC(NC2CCCC2)C1 (configuration not stated)	13	1%	-7%	11	8%
17	CCC(C)c1ccccc1NC(=O)C(C)Sc1n[nH]c(N)n1 (configuration not stated)	10	-2%	-5%	-6	0%
18	CCOc1ccc(-n2c(SCC(=O)N3CCCCC3)nc3c([nH]c4ccccc43)c2=O)cc1	.	2%	-4%	-11	.
19	CCOc1ccc(CCNC(=O)CCn2ccc3cc(S(=O)(=O)N4CCCC4)ccc32)cc1	-11	9%	-1%	1	-12%
20	O=C(O)CCc1nc2ccccc2n(CCc2ccccc2)c1=O	3	-12%	11%	2	8%

no.	D3 antag	KB-V1 cytotox	SW480 rerep	HT1080NT lethal
11	3	-3%	?	-3%
12	26	4%	.	?
13	-2	7%	-3%	-19%
14	10	-6%	-21%	24%
15	16	-10%	-3%	-11%
16	7	?	-1%	2%
17	16	6%	-5%	13%
18	.	6%	.	.
19	4	-16%	-18%	-13%
20	30	0%	-1%	-1%

Next part:
no.	Molecule	IL1B secr inh	GLP1R ag	KB-3-1 tox	D3 ag	HT1080 IDH1KD tx
21	Cc1ccc2c(C)nc(Nc3nc(CSc4nc5ccccc5s4)cc(=O)[nH]3)nc2c1	16	3%	-1%	-16	8%
22	CNC(=O)NC(=O)C(C)OC(=O)c1oc2ccccc2c1CSc1ccc(Cl)cc1 (configuration not stated)	-16	21%	-1%	-8	25%
23	CCc1cccc(C)c1NC(=O)CN(C)C1=NS(=O)(=O)c2ccccc21	18	9%	0%	1	3%
24	CN1CCN(C2CCN(Cc3ccc(O)c4ncccc34)CC2)CC1	.	10%	3%	.	.
25	c1ccc(-c2oc3ncnc(NCCN4CCOCC4)c3c2-c2ccccc2)cc1	-82*	15%	5%	-13	-17%
26	CCOc1cc2c(cc1OCC)C(c1c(F)cccc1Cl)CC(=O)N2 (configuration not stated)	.	1%	-8%	1	.
27	CC(Oc1ccc(Cl)cc1)/C(N)=N/O (configuration not stated)	5	0%	5%	3	0%
28	COc1cccc(C(c2sc3nc(C)nn3c2O)N2CCc3ccccc3C2)c1 (configuration not stated)	23	-4%	13%	-1	3%
29	CCOC(=O)c1c(C)[nH]c(C(=O)N(C)Cc2cccc(OC)c2OC)c1C	8	34%	-19%	-9	-4%
30	CSc1ccccc1OCc1cc(C(=O)NCCn2nc(C)cc2C)no1	10	0%	10%	2	-3%

no.	D3 antag	KB-V1 cytotox	SW480 rerep	HT1080NT lethal
21	0	32%	3%	9%
22	-22	-24%	1%	21%
23	-10	?	-3%	4%
24	.	6%	1%	.
25	-18	-12%	-8%	?
26	.	-5%	.	.
27	-20	-2%	0%	21%
28	7	1%	-3%	21%
29	-2	-6%	5%	-2%
30	-4	-13%	3%	1%

A second format for some results above:
cpd | canonical_smiles | IL1B secr inh | GLP1R ag | KB-3-1 tox | D3 ag | HT1080 IDH1KD tx | D3 antag | KB-V1 cytotox | SW480 rerep | HT1080NT lethal
30 | CSc1ccccc1OCc1cc(C(=O)NCCn2nc(C)cc2C)no1 | 10 | 0% | 10% | 2 | -3% | -4 | -13% | 3% | 1%
21 | Cc1ccc2c(C)nc(Nc3nc(CSc4nc5ccccc5s4)cc(=O)[nH]3)nc2c1 | 16 | 3% | -1% | -16 | 8% | 0 | 32% | 3% | 9%
24 | CN1CCN(C2CCN(Cc3ccc(O)c4ncccc34)CC2)CC1 | . | 10% | 3% | . | . | . | 6% | 1% | .
22 | CNC(=O)NC(=O)C(C)OC(=O)c1oc2ccccc2c1CSc1ccc(Cl)cc1 (configuration not stated) | -16 | 21% | -1% | -8 | 25% | -22 | -24% | 1% | 21%
25 | c1ccc(-c2oc3ncnc(NCCN4CCOCC4)c3c2-c2ccccc2)cc1 | -82* | 15% | 5% | -13 | -17% | -18 | -12% | -8% | ?
29 | CCOC(=O)c1c(C)[nH]c(C(=O)N(C)Cc2cccc(OC)c2OC)c1C | 8 | 34% | -19% | -9 | -4% | -2 | -6% | 5% | -2%

Other records:
no.	Molecule	IL1B secr inh	GLP1R ag	KB-3-1 tox	D3 ag	HT1080 IDH1KD tx
31	CC(=O)c1ccc(S(=O)(=O)N2CCN(C(=O)CSc3ccc(F)cc3)CC2)cc1	-1	3%	-2%	5	-10%
32	CCN(CC)CCC(c1cc(OC)c(OC)c(OC)c1)c1c(OC)cc(OC)c2c(-c3ccccc3)cc(=O)oc12 (configuration not stated)	?	21%	0%	-14	-13%
33	CCCCN1C(=O)C(CC(=O)NCc2cccc3ccccc23)CC(C(=O)N(C)C)=C1C (configuration not stated)	-6	0%	-11%	-5	-8%
34	COc1ccc(-n2c(C)nc3sc4c(c3c2=O)CCC4)cc1	51	6%	0%	-1	-28%
35	CC(=O)Nc1cc(-c2cccc(CO)c2)cn2c(-c3ccc(F)cc3)cnc12	-23	20%	0%	0	-19%
36	Nc1nc2ccc(Cl)cc2[nH]1	10	3%	9%	-3	-22%
37	Cc1ccc(NNC(=O)C(=O)N2CCCCC2)cc1	2	-16%	-8%	1	4.1µM*
38	COc1ccc(OCC(O)CN2CCOCC2)cc1 (configuration not stated)	24	-2%	-2%	1	7%
39	Cc1ccc(CCSCC(=O)O)cn1	18	-6%	0%	0	8%
40	O=C(O)c1cccc(OCCN2CCCC2=O)c1	8	-3%	0%	3	23%

no.	D3 antag	KB-V1 cytotox	SW480 rerep	HT1080NT lethal
31	-2	0%	-1%	-2%
32	16	5%	-2%	-18%
33	?	?	.	-1%
34	-21	?	-2%	-2%
35	15	5%	.	-2%
36	15	-14%	0%	-17%
37	-11	5%	20%	?
38	11	4%	4%	11%
39	34	6%	-14%	10%
40	2	8%	-4%	10%

(more compounds)
no.	Molecule	IL1B secr inh	GLP1R ag	KB-3-1 tox	D3 ag	HT1080 IDH1KD tx
41	O=C(CCc1ccc(S(=O)(=O)N2CCOCC2)cc1)Nc1ccc(F)c(F)c1F	16	9%	-17%	2	5%
42	CC(C)NC(=O)c1ccc2sc([C@H]3C[C@H](O)[C@@H](CO)O3)nc2c1	29	1%	0%	4	6%
43	CCc1nc(Nc2ccc(N3CCN(C(C)=O)CC3)cc2)c2oc3ccccc3c2n1	-28	-18%	?	4	-22%
44	CC(C)c1ccc(NC(=O)N2CCOCC2)cc1	-14	6%	2%	7	1%
45	Cc1ccc(NC(=O)c2ccc(S(=O)(=O)N3CCCCCC3)cc2)nc1	-30	4%	-10%	-7	-11%
46	CC1CCC(C(C)C)C(OC(=O)CSc2nccc(=O)[nH]2)C1 (configuration not stated)	-6	-4%	0%	0	4%
47	Fc1cccc(Cl)c1COc1ccc(-c2nnco2)cc1	?	24%	-1%	2	-4%
48	O=C(Nc1ccc(N2CCN(C(=O)c3ccccc3)CC2)cc1)c1ccc2c(c1)OCCO2	-94*	-4%	.	27	-15%
49	CC(=O)c1ccc(Nc2nc(C(N)c3ccccc3)cs2)cc1 (configuration not stated)	?	-4%	0%	3	-10%
50	CN(Cc1ccccc1)c1nc2c(c(=O)n(C)c(=O)n2C)n1CCSc1ncccn1	6	3%	-8%	0	-1%
51	Cc1cc(-c2nc(C)c(-c3nnc(SCC(=O)Nc4ccc(Cl)cc4)n3C)s2)no1	17	5%	3%	-5	8%

no.	D3 antag	KB-V1 cytotox	SW480 rerep	HT1080NT lethal
41	0	-1%	-2%	15%
42	?	-2%	.	30%
43	?	?	1%	-9%
44	-3	9%	?	-6%
45	?	?	3%	?
46	21	-2%	0%	4%
47	0	-9%	28%	-3%
48	43	.	4%	-7%
49	3	-1%	.	-1%
50	-6	2%	?	-3%
51	17	5%	-3%	12%
